# Assay outcomes deposited in PubChem BioAssay by Broad Institute.
# C2C12 statin: suppressors of simvastatin-induced myotoxicity in C2C12 myotubes; ATP luminescence, 48 h; scaled: DMSO 0, geranylgeraniol control 100; rescue of ATP level, % at 7.49 µM; AID 602340; hit rate 0.78% among 330,000;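 active = mean ATP rescue above about 67%, or every replicate alone reaching that limit, limit read from the data, passing the limit was not always enough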;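 note: myotubes were challenged with 10 µM simvastatin during compound exposure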
# PGC1a acetyl inh: PGC1a acetylation modulation, inhibitor mode | inhibition, % at 15.6 µM | U2OS PGC1a acetylation, AlphaScreen anti-acetyl-lysine; with virally co-expressed GCN5 acetyltransferase | AID 651687 | hit rate 0.17% among 350,000;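 active = every replicate shows inhibition of at least 40%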;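 note: 0% = neutral control wells and 100% = positive control wells; some results beyond the cut were filed as inactive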
# Cneo AK release: causes C. neoformans cell lysis | adenylate kinase release luminescence, 4 h; normalised: neutral wells 0, clomiphene wells 100 | hit rate 0.2% among 360,000 | AID 651654 | lysis activity, % at 15 µM;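 active = mean lysis activity across replicates of at least 80%, whatever share of replicates individually reach that level; inactive = mean lysis activity below 80%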
#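 Test system: log-phase Cryptococcus neoformans yeast cells; Quantity: yeast cell density of 5 × 10^6 cells/mL; Buffer or medium: YPD; Doses: single compound concentration per well; Timing: 4 h at 37 °C static, read 1 h later; Measured by: AK luminescence; Read-out basis: lysis from increased AK signal; Control set: Clomiphene as positive control.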
# F508del corr: correctors of CFTR F508del function in bronchial epithelial cells; CFBE cells, YFP halide quenching; stimulated with forskolin plus potentiator P3; % fluorescence drop versus neutral controls; activity (quench increase), % at 7.58 µM; AID 720511; hit rate 0.36% among 350,000;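 active = mean added fluorescence quench of at least 8% versus neutral control, with both replicates also reaching 8%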;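 note: cells transiently co-express mutant CFTR-F508del with the halide-sensitive YFP; corrector assay measuring rescue of mutant channel to the surface after 24 h compound exposure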
# miR-122 sensor: inhibitors of miR-122 in Huh7 cells. activation (reporter increase), % at 12.5 µM. hit rate 0.3% among 340,000. Huh7 miR-122 Renilla luciferase sensor, 48 h; neutral wells = 0, positive control = 100;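 active = mean replicate activation score at least 90 and every replicate individually at or above 90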;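 note: higher luciferase means less miR-122 activity so hits act as miR-122 inhibitors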
# GSIS activator: primary screen for activators of insulin secretion dependent on glucose, INS-1E cells, GLuc reporter luminescence. INS-1E GLuc reporter insulin secretion, 2-3 h. activation, % at 16.6 µM. hit rate 0.61% among 370,000. AID 743287;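 active = lowest replicate activation of at least 40%, so every replicate reaches that level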;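 note: 0% = median of neutral control wells and 100% = median of IBMX positive control wells; some compounds called inactive have numbers as strong as hits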
# PglD inh: PglD (C. jejuni) enzyme inhibition. purified PglD enzyme, DTNB colorimetric CoA detection. inhibition, % at 12.5 µM. hit rate 0.098% among 360,000; in the data active = inhibition above about 16%, passing the limit was not always enough; note: strong numbers were not always called active
# FN deposition inh: fibronectin deposition inhibition. AH1F fibroblasts, Alexa488-fibronectin deposition fluorescence, overnight. inhibition, % at 12.6 µM. hit rate 0.086% among 350,000. AID 743247;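 active = mean inhibition across replicates of 30% or more, regardless of how many single replicates reach that level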;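 note: positive control wells lacked labelled fibronectin entirely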
#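 Measured by – fluorescence 485/525 nm · System – AH1F fibroblast monolayer, labelled fibronectin deposition · Amount – 10000 cells per well · Buffer or medium – serum-reduced DMEM (2% serum) · Doses – single dose, pinned · Also added – fluorescent fibronectin at 24 nM final · Schedule – 1 h cell attachment, overnight exposure to compound and label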
# * marks the source's active call; other numbers are inactive results; . = no result given; [ ] = remark or other dose.
# Start of the listing, in advance, two compounds:
no.	canonical_smiles	PGC1a acetyl inh	FN deposition inh	Cneo AK release	PglD inh	F508del corr	miR-122 sensor	C2C12 statin	GSIS activator
1	Cc1c(Cl)sn(-c2ccc(Cl)cc2)c1=O	.	15.0	-0.5	-2.9	-10.9	-69.6	7.1	-22.9
2	C[C@@H]1CN([C@@H](C)CO)C(=O)Cc2cc(NS(=O)(=O)c3ccc(F)cc3)ccc2O[C@@H]1CN(C)Cc1ccncc1	0.7	-3.1	.	.	-1.5	-4.3[16.7 µM]	9.4	4.6

# All compounds of this part, previewed entries included:
no.	canonical_smiles	PGC1a acetyl inh	FN deposition inh	Cneo AK release	PglD inh	F508del corr	miR-122 sensor	C2C12 statin	GSIS activator
1	Cc1c(Cl)sn(-c2ccc(Cl)cc2)c1=O	.	15.0	-0.5	-2.9	-10.9	-69.6	7.1	-22.9
2	C[C@@H]1CN([C@@H](C)CO)C(=O)Cc2cc(NS(=O)(=O)c3ccc(F)cc3)ccc2O[C@@H]1CN(C)Cc1ccncc1	0.7	-3.1	.	.	-1.5	-4.3[16.7 µM]	9.4	4.6
3	O=C(c1ccccc1NS(=O)(=O)c1cccs1)N1CCCC1	0.7	-2.1	-0.6	3.6	.	-0.5	1.5	.
4	O=c1c(Cc2c(F)cccc2Cl)c(O)ccn1CCc1ccccn1	-11.8	-10.8	.	.	-1.9	.	.	13.5
5	C[C@H](CO)N1C[C@H](C)[C@H](CN(C)C(=O)Cc2ccccc2)Oc2cc(C#CC3CCCC3)ccc2S1(=O)=O	0.6	.	0.2	-2.1	5.5	2.4[16.7 µM]	-5.4	-25.1
6	O=C1N=C(N2CCN(c3ccccc3)CC2)S/C1=C\c1cn[nH]c1-c1ccccc1	2.1	-4.9	-0.9	0.5	-0.9	-2.2	-3.7	1.7
7	CC(NCC(=O)Nc1ccccc1C(=O)NC1CC1)c1cccc(C(F)(F)F)c1 (stereo not given)	-12.1	10.3	-1.0	2.3	1.4	-2.1	11.5	-35.8
8	C[C@@H]1CCCCO[C@H](CN(C)C(=O)Nc2ccc(F)cc2)[C@H](C)CN([C@@H](C)CO)C(=O)c2cc(NC(=O)Nc3ccccc3)ccc2O1	-5.7	-6.4	-4.0	2.2	-2.8	6.9[16.7 µM]	31.4	-22.5
9	O=C(C[C@H]1CC[C@H]2[C@@H](COC[C@@H](O)CN2C(=O)c2ccccc2F)O1)N1CCN(c2ccccc2)CC1	3.2	8.3	-2.9	-4.1	1.9	-1.5[16.7 µM]	-0.8	25.4
10	COCC(=O)N1CC[C@@H]2[C@H](CO)Nc3ccc(-c4cccc(C(=O)N(C)C)c4)cc3[C@@H]21	7.6	-5.9	-4.2	-1.5	0.7	-17.7[16.7 µM]	-21.0	10.6
11	O=C(NC[C@H]1[C@@H](c2ccccc2)[C@@H](CO)N1C(=O)Cc1cccnc1)C1CC1	1.0	7.5	-0.6	1.7	-0.4	7.1[16.7 µM]	6.4	-2.7
12	COCCN(CCOC)S(=O)(=O)c1ccc(C(=O)Nc2nc(C)c(C(C)=O)s2)cc1	-13.5	.	0.8	6.5	-1.3	-4.3	-3.8	-7.9
13	Cc1cc(NC(=O)COC(=O)C2CC(=O)N(c3ccccc3)C2)no1 (stereo not given)	.	-0.5	-0.1	2.8	-0.4	.	-2.1	-2.7
14	COc1ccc(OCc2nn3c(Cn4cnc5ccccc54)nnc3s2)cc1	3.0	.	-1.3	-4.8	.	-3.3	48.5	.
15	Cc1cccc2cc(COC(=O)c3cccs3)c(=O)[nH]c12	.	12.3	-4.3	4.5	.	-5.4	-4.8	23.0
16	C[C@H](CO)N1C[C@H](C)[C@@H](CN(C)C(=O)c2ccccn2)Oc2ncc(-c3ccccc3F)cc2C1=O	-7.3	-7.6	-1.8	-0.8	-3.9	1.7[16.7 µM]	-1.8	12.3
17	O=C(CN(Cc1ccco1)C(=O)CCC(=O)Nc1ccccn1)NCc1ccccc1	.	4.8	-0.5	-1.8	0.6	-5.6	13.4	-4.0
18	COc1ccc(NC(=O)C2CCCN(c3nn4c(=O)cc(C)nc4s3)C2)c(OC)c1 (stereo not given)	.	-2.9	-0.3	1.8	-0.9	6.4	8.8	-1.6
19	CC(C)c1ccccc1-n1c(SCC(=O)N2CCc3ccccc3C2)nc2ccccc2c1=O	.	-12.5	1.6	-0.3	0.4	.	.	-18.2
20	Cn1c(=O)n(Cc2ccc(Cl)cc2)c2ccccc21	-6.5	.	6.8	-3.4	-2.5	-1.4	5.9	19.3
21	CN(C)CC(=O)Nc1ccc2c(c1)[C@@H]1C[C@@H](CC(=O)NCc3ccc4c(c3)OCO4)O[C@@H](CO)[C@@H]1O2	0.4	-0.9	2.6	-2.8	-4.1	-2.2[16.7 µM]	2.8	3.9
22	CC(C)CC#Cc1cnc2c(c1)C(=O)N([C@H](C)CO)C[C@H](C)[C@@H](CN(C)Cc1ccc(F)cc1)O2	0.3	.	-3.8	-1.2	2.4	4.4[16.7 µM]	.	-43.4
23	COc1ccc(CN(C)C[C@@H]2OCCCC[C@@H](C)Oc3ccc(NC(=O)Nc4ccc(C(F)(F)F)cc4)cc3C(=O)N([C@H](C)CO)C[C@H]2C)cc1	-4.8	.	-0.4	0.6	-0.3	-26.2[16.7 µM]	-144.5	-18.7
24	CC(C)Oc1ccc(/C=N/NC(N)=S)cc1	.	-1.9	9.5	2.0	.	2.1	.	23.3
25	CC(C)Nc1nc(NC(C)C)nc(SCC(N)=O)n1	-2.1	12.3	-0.5	-12.0	-1.4	2.4	4.0	15.7
26	O=C(COC(=O)CNC(=O)c1ccccc1F)Nc1nnc(-c2ccccc2)o1	-4.2	1.1	0.3	2.2	1.9	0.6	6.5	9.8
27	O=C(O)CCCC(=O)N1N=C(c2ccccc2)CC1c1ccc2c(c1)OCO2 (stereo not given)	30.0	-6.5	1.7	2.0	3.3	2.8	-0.4	-2.7
28	COCc1cc(=O)[nH]c2cc(NC(=O)C(C)(C)CCl)c(C)cc12	.	4.4	1.1	-7.2	.	-17.5	.	.
29	Cc1cc(NC(=O)c2cccnc2)ccc1Br	-20.5	-3.5	-2.6	4.7	-1.5	-0.4	0.6	11.9
30	CS(=O)(=O)N1CCCC(C(=O)Nc2c(F)cccc2F)C1 (stereo not given)	.	-0.1	-3.0	-0.7	-1.2	-1.4	8.3	-2.6
31	O=C(NCc1ccccn1)c1ccc2ccccc2n1	2.4	-2.0	-2.2	-0.4	0.2	8.6	-2.6	20.8
32	O=C(C[C@@H]1C=C[C@H](NC(=O)CCN2CCCCC2)[C@H](CO)O1)NCc1ccc(Cl)c(Cl)c1	5.7	4.0	0.1	-0.6	1.5	-4.0[16.7 µM]	-9.2	0.9
33	O=C(Nc1ccc(Cl)cc1)N[C@H]1CC[C@@H](CCNS(=O)(=O)c2ccccc2F)O[C@@H]1CO	-1.0	-8.9	-1.0	1.5	-3.6	.	-7.1	-15.1
34	C[C@@H]1CN([C@H](C)CO)C(=O)Cc2cc(NC(=O)Nc3ccc(F)cc3)ccc2O[C@@H]1CN(C)C(=O)Nc1ccccc1	-2.0	9.8	-1.4	-1.4	-2.3	-1.0[16.7 µM]	-4.7	5.9
35	CC1(Cc2ccc(Cl)c(Cl)c2)C(=O)Nc2c(Cl)ccc(Cl)c21 (stereo not given)	-17.5	-9.8	2.0	-2.0	3.7	-6.1	10.2	-12.0
36	O=C1c2cccc3cccc(c23)N1CN1CCN(c2ccccn2)CC1	-1.3	.	0.2	1.6	.	-2.8	22.6	.
37	CC(CC(=O)O)C(=O)c1ccc(Cl)c([N+](=O)[O-])c1 (stereo not given)	-10.5	0.2	-0.5	1.9	-1.8	-4.2	2.7	10.6
38	CCN(CC)S(=O)(=O)c1cccc(C(=O)NCC2(N3CCOCC3)CCCCC2)c1	-0.2	4.0	0.5	1.6	5.0	-8.0	-7.6	-21.9
39	Cc1cccc(NC(=O)c2ccc(COc3ccc(Cl)cc3Cl)o2)n1	4.8	.	-0.9	3.4	.	1.1	24.7	.
40	Cc1noc(C)c1S(=O)(=O)N(C)C[C@@H]1Oc2ccc(NC(=O)NC(C)C)cc2CC(=O)N([C@@H](C)CO)C[C@H]1C	-3.1	.	-0.3	1.4	-3.2	10.9[16.7 µM]	2.1	5.6
41	Cc1noc(C)c1NC(=O)Nc1ccc2c(c1)C(=O)N([C@@H](C)CO)C[C@H](C)[C@@H](CN(C)C(=O)Nc1ccc3c(c1)OCO3)O2	2.6	.	-2.2	1.4	-1.3	3.6[16.7 µM]	2.8	11.0
42	CC(C)NC(=O)N(C)C[C@@H]1OCCCC[C@H](C)Oc2ccc(NC(=O)Nc3cccc4ccccc34)cc2C(=O)N([C@H](C)CO)C[C@@H]1C	5.5	2.0	.	.	-4.9	.	.	9.0
43	c1ccc(-c2nnc3sc(CN4CCc5ccccc54)cn23)cc1	19.0	.	-0.8	2.0	.	.	14.1	.
44	COc1ccc(S(=O)(=O)N(C)C[C@@H]2OCCCC[C@H](C)Oc3ccc(NS(=O)(=O)c4ccc(C)cc4)cc3C(=O)N([C@@H](C)CO)C[C@H]2C)cc1	2.9	.	7.2	1.9	-0.6	7.0[16.7 µM]	8.5	-20.8
45	COc1ccc(NC(=O)Nc2ccccc2F)cc1	-15.6	.	-6.8	3.7	-1.1	.	-93.8	2.4
46	CC1CCN(CCOc2ccccc2-c2ccccc2)CC1	-1.8	.	.	.	.	-9.2	4.0	10.9
47	CCCCN(C(=O)c1cccs1)c1c(N)n(Cc2ccccc2)c(=O)[nH]c1=O	-15.5	-0.9	-0.9	-1.2	-2.6	0.0	0.7	.
48	Cc1ccc(S(=O)(=O)N2CCCCC2)cc1NC(=O)CSc1nccn1C	1.5	-14.7	.	.	1.2	.	.	3.7
49	Cc1ccc(/C=C2\CCC(C3CCCC3)C2=O)cc1 (stereo not given)	.	6.8	-4.5	-2.8	1.2	-11.0	.	25.1
50	O=C(c1ccncc1)N1C[C@@H]2[C@H](c3ccccc31)[C@H](CO)N2C(=O)Nc1ccc(F)cc1	5.0	.	4.3	1.8	2.3	19.2[16.7 µM]	11.5	-6.4
51	CC(NS(C)(=O)=O)C(c1cccs1)N1CCN(C)CC1 (stereo not given)	4.7	1.4	1.4	-1.7	.	-4.0	5.0	7.4
52	O=C1Nc2cc(C(=O)NCCCN3CCCC3)ccc2S/C1=C\c1ccccc1	-5.4	15.6	4.3	6.5	1.5	-6.3	-5.1	-3.7

# Single values from the entries so far.
# `c1ccc(-c2nnc3sc(CN4CCc5ccccc54)cn23)cc1` | Cneo AK release: -0.8
# `CC(NS(C)(=O)=O)C(c1cccs1)N1CCN(C)CC1` (stereo not given) | miR-122 sensor: -4.0
# `COCCN(CCOC)S(=O)(=O)c1ccc(C(=O)Nc2nc(C)c(C(C)=O)s2)cc1` | GSIS activator: -7.9
# `CC(C)NC(=O)N(C)C[C@@H]1OCCCC[C@H](C)Oc2ccc(NC(=O)Nc3cccc4ccccc34)cc2C(=O)N([C@H](C)CO)C[C@@H]1C` | F508del corr: -4.9
# `O=C1c2cccc3cccc(c23)N1CN1CCN(c2ccccn2)CC1` | miR-122 sensor: -2.8
# `Cc1c(Cl)sn(-c2ccc(Cl)cc2)c1=O` | PglD inh: -2.9
